Compound activity: PubChem, several laboratories
COUP-TFII inh – blocks human COUP-TFII nuclear receptor; P24468; AID 686940; HEK293T NGFI-A luciferase reporter, luminescence; 370,000 tested, 0.7% active; inhibition, % at 8.6 µM;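 active = inhibition above a per-plate cutoff, mean inhibition of test wells between control levels plus 3 SD, cut at about 38% in these data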;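 also: cells cotransfected with COUP-TFII expression vector driving the NGFI-A reporter; 0% = median of COUP-TF2 test wells and 100% = reporter-only cells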
SRC1 inh – inhibitors of human steroid receptor coactivator 1 (SRC1); Q15788; 360,000 tested, 0.12% active; HEK293 GAL4-SRC1 luciferase reporter, luminescence; inhibition, % at 3.6 µM;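 active = inhibition above the campaign mean plus 3 SD, with each screening campaign given its own cutoff, cut at about 60% in these data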;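 also: 0% = DMSO treated cells and 100% = gossypol at 36 µM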
TLR9-MyD88 block – TLR9-MyD88 interaction inhibition. Q9NR96+Q99836. CHO BLA complementation TLR9-MyD88, CCF4 FRET ratio. inhibition, % at 4.98 µM. 340,000 tested, 0.21% active;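 active = inhibition above the mean over all tested compounds plus 3 SD, cut at about 21% in these data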;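 also: 0% = DMSO only wells and 100% = clavulanate BLA inhibitor control wells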
Target sequence (Q99836 whole entry, looked up): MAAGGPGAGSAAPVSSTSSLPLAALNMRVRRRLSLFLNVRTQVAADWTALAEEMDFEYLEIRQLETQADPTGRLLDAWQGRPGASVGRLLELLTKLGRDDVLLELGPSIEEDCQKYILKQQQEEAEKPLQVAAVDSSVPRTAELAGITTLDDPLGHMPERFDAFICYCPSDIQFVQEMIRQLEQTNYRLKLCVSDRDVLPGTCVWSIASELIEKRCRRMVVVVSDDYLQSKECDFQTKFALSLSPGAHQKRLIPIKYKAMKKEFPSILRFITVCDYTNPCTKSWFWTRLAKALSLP
Target sequence (Q9NR96 whole entry, looked up): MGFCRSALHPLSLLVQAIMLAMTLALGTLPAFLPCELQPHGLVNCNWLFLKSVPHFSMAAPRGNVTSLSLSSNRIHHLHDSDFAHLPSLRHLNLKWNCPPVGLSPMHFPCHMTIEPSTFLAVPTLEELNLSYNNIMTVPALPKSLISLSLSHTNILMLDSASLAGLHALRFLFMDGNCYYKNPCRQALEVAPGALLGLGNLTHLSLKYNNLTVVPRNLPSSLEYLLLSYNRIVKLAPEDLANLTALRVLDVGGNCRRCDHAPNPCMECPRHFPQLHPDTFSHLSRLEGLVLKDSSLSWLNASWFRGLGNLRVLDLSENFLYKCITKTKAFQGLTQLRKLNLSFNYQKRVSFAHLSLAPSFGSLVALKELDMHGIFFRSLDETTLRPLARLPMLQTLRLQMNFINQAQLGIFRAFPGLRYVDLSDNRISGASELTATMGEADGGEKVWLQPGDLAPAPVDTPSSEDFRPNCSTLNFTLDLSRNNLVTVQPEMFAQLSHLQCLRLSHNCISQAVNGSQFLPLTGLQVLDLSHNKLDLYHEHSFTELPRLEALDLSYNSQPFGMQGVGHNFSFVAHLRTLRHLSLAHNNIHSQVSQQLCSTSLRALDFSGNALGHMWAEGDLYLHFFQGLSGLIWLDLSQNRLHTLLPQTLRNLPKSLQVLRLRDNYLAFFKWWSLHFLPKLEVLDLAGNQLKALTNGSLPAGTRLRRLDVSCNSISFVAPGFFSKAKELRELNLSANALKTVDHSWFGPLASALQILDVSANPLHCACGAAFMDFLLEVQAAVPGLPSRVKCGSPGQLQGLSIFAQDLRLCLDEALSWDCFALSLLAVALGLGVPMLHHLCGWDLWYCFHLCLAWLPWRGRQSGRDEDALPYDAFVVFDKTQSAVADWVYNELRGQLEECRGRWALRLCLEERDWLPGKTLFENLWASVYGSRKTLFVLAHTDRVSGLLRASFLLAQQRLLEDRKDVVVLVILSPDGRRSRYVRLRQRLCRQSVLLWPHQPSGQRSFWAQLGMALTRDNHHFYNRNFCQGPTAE
TRAIL sens C8 – sensitizes caspase-8 expressing cells to TRAIL | 360,000 tested, 1% active | AID 624354 | inhibition (viability loss, TRAIL sensitization), % at 10 µM | NB7+C8 cells + TRAIL, ATPlite viability luminescence;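 active = compounds causing at least 50% loss of cell viability in the single-dose screen, relative to plate controls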
NCOA2 inhibitor – inhibits human steroid receptor coactivator 2; AID 651957; 370,000 tested, 0.17% active; inhibition, % at 9 µM; HEK293 GAL4-SRC2 luciferase reporter, luminescence; Q15596;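 active = inhibition above the mean inhibition of all tested compounds plus 3 SD, set per campaign, cut at about 52% in these data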;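 also: 0% = DMSO treated cells and 100% = cells given Gossypol at 36 µM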
Vif inh – blocks HIV Vif function; HEK293T cells, Vif self-association by quenched fluorescence, imaging, 24 h; inhibition, % at 7.49 µM; 340,000 tested, 0.35% active; AID 602346; in the data active = inhibition above about 50%, passing the limit was not always enough; inconclusive = no clear call, values can overlap the other calls; inactive = below about 31%; also: some results filed as inactive read as strong as hits
NCOA3 inh – inhibitors of human steroid receptor coactivator 3 (SRC3); HEK293 GAL4-SRC3 luciferase reporter, luminescence; inhibition, % at 3.6 µM; 360,000 tested, 0.17% active;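 active = inhibition above a per-campaign cutoff, the mean of all compounds plus 3 SD, cut at about 60% in these data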;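 also: 0% = DMSO-treated cells and 100% = gossypol-treated cells at 36 µM; higher means less SRC3-driven luciferase light from the GAL4 reporter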
NOD2-RIPK2 inh – inhibitors of human NOD2-RIPK2 interaction. inhibition, % at 4.98 µM. CHO BLA complementation NOD2-RIPK2, CCF4 ratio. 360,000 tested, 0.38% active; in the data active = inhibition above about 21%;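 also: 0% = vehicle only and 100% = reference blocker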
LMP1 NFkB inh – inhibitors of Epstein-Barr LMP1-induced NF-kappaB reporter; LMP1-induced NF-kappaB luciferase reporter cells, luminescence; inhibition, % at 12.5 µM; 350,000 tested, 0.69% active; AID 504558; in the data active = inhibition above about 41%; inconclusive = no clear call, values can overlap the other calls;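 also: 0% = neutral control wells and 100% = reference inhibitor control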
LRH-1 inv ag – inverse agonists of human LRH-1 (NR5A2); inhibition, % at 3.6 µM; 360,000 tested, 0.13% active; AID 602396; O00482; HEK293T StAR-luciferase reporter, LRH-1 transfected, 24 h;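 active = inhibition above the mean inhibition of all tested compounds plus 3 SD, cut at about 73% in these data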;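 also: 0% = DMSO wells and 100% = reporter-only cells lacking LRH-1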
TROY signal inh – TROY signaling inhibition; Q293 LMP1-TROYcd NF-kB luciferase reporter, 4 h; inhibition, % at 10 µM; 360,000 tested, 0.98% active;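 active = compounds whose plate-normalised and pattern-corrected inhibition of the luciferase reporter signal at the single screening dose is 50% or more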
Numbers without * were called inactive; ? = inconclusive; · = no result given.

SMILES	COUP-TFII inh	SRC1 inh	TLR9-MyD88 block	TRAIL sens C8	NCOA2 inhibitor	Vif inh	NCOA3 inh	NOD2-RIPK2 inh	LMP1 NFkB inh	LRH-1 inv ag	TROY signal inh
O=C(/C=C/c1cccc([N+](=O)[O-])c1)Nc1ccccc1N1CCOCC1	-10	13	-10	0	7	-8	15	-6	3	19	6
CCc1ccc2c(c1)C1(NN=C(c3ccc(C)cc3)S1)C(=O)N2 (centres undefined)	-20	-83	19	16	7	-5	-40	25*	40	-64	-24
Cc1ccc(CN2C(=NC(=O)CCC(=O)O)SC3CS(=O)(=O)CC32)cc1 (centres undefined)	-4	0	6	14	-9	7	17	-2	-9	-2	8
COc1ccc(NC(=O)NCc2cccnc2)cc1OC	8	-11	0	-12	0	12	-20	-9	2	20	-10
COc1ccc(N2CCN(c3ccc(NC(=O)/C=C\C(=O)O)cc3)CC2)cc1	9	16	-8	1	11	16	8	-10	-5	-7	7
CC(=O)c1ccc(OCC(=O)Nc2ccc3c(c2)OCO3)cc1	-18	-6	2	-7	-7	4	-11	12	-7	12	-19
CCC(Oc1ccccc1)C(=O)O/N=C(\N)c1ccc(OC)c(OC)c1 (centres undefined)	-16	8	10	-8	-4	9	0	7	2	19	0
O=S(=O)(NC1CC1)c1ccc(S(=O)(=O)N2CCN3CCCC3C2)cc1 (centres undefined)	2	-2	-5	2	-2	-1	11	-5	-2	-13	-4
O=C(COC(=O)C12CC3CC(CC(O)(C3)C1)C2)NC12CC3CC(CC(C3)C1)C2	6	4	-7	3	23	-1	-8	1	8	-3	-8
FC(F)Oc1ccc(NC(=S)NCc2nc3ccccc3[nH]2)cc1	7	-160	10	-4	-33	4	0	-1	7	-19	-42
Cc1ccc(NC(=O)NNC(=O)c2sccc2-n2cccc2)cc1	-16	-3	14	-7	-24	-1	24	-2	-7	13	2
CC(=O)Nc1ccc(S(=O)(=O)Nc2ccc(-c3ccc4nnc(C)n4n3)cc2)cc1	-15	-5	-6	2	-20	-1	18	-9	9	-7	1
CC(C)[C@H](NC(=O)c1ccc(Cl)c([N+](=O)[O-])c1)C(=O)NCc1ccc(Cl)cc1Cl	-4	-14	1	-3	-10	2	8	0	3	15	-8
COC(=O)c1sc2nc(SCc3ccccc3C)n(N)c(=O)c2c1C	8	-5	8	2	10	·	-7	-2	-1	-15	4
COc1ccc(CNC(=O)c2cc3cccc(OC)c3oc2=N)cc1	-8	-1	-6	-2	8	1	-32	-6	2	-10	-2
CCC1CCCCN1CCCNC(=O)Cn1nc(-c2ccccc2)ccc1=O (centres undefined)	2	1	-7	7	-20	8	6	-22	4	12	10
N#Cc1c(N)c(C(=O)c2ccc(Cl)cc2)n2c1CCC2	-3	-10	-18	-1	12	-2	22	-1	7	19	18
Cc1ccc(OCc2nc(C#N)c(N3CCN(Cc4ccccc4)CC3)o2)cc1	7	10	12	2	3	8	-25	-6	5	14	-8
Cc1cc(C)cc(C(=O)NC(CC(N)=O)c2ccc(NC3CCCCCCCCCCC3)c([N+](=O)[O-])c2)c1 (centres undefined)	1	1	5	-5	-22	13	-23	0	2	5	-6
Cn1ccnc1SCC(=O)c1c(N)n(C)c(=O)n(C)c1=O	14	-1	-13	-20	-34	3	6	-4	-1	-2	-20
CCCCNC(=O)c1cc(C)nn1-c1ccccc1	-7	-11	10	4	-9	11	-3	-3	6	20	2
CCOc1cccc(C(=O)Nc2cccc(C(=O)NCC(C)C)c2)c1	-6	-2	-1	11	-13	-1	17	-4	-4	-3	-8
CCCNC(=O)c1ccccc1NC(=O)c1ccccc1N(C)S(C)(=O)=O	3	8	-8	2	-8	7	6	1	-8	1	10
CCn1ncc(/C=C2/SC(=S)NC2=O)c1C	1	-21	-6	-4	-63	-2	22	-5	2	7	-36
Cc1ccc(-c2ccc(C3C(C#N)=C(N)Oc4n[nH]c(C)c43)o2)cc1 (centres undefined)	-3	-21	-1	-10	-2	2	-18	-7	7	-8	-7

The closing two compounds of the section before lead into the next.
SMILES	COUP-TFII inh	SRC1 inh	TLR9-MyD88 block	TRAIL sens C8	NCOA2 inhibitor	Vif inh	NCOA3 inh	NOD2-RIPK2 inh	LMP1 NFkB inh	LRH-1 inv ag	TROY signal inh
CCn1ncc(/C=C2/SC(=S)NC2=O)c1C	1	-21	-6	-4	-63	-2	22	-5	2	7	-36
Cc1ccc(-c2ccc(C3C(C#N)=C(N)Oc4n[nH]c(C)c43)o2)cc1 (centres undefined)	-3	-21	-1	-10	-2	2	-18	-7	7	-8	-7
Cn1c(=O)n(C)c2cc(NC(=O)CSc3nc4ccccc4c(=O)[nH]3)ccc21	-2	16	2	-3	6	24	3	0	-1	-12	-6
O=C(NCCN1CCOCC1)N1CCOCC1	1	-36	-4	2	-4	7	-16	-14	0	-5	-2
Cc1noc(C)c1N=Nc1ccc(Br)cc1C(=O)O	-4	3	-17	-4	4	-4	3	-6	6	9	13
Cc1ccccc1CNC(=O)C1CCN(c2nnc(N3CCCC3=O)s2)CC1	-16	3	6	-6	4	11	-6	-4	2	-9	-8
Fc1ccccc1/C=N/n1cnnc1	14	-5	3	-3	6	6	10	-3	-3	4	-1
O=C(NC1CCCc2ccccc21)c1cccc(F)c1 (centres undefined)	12	-25	4	13	11	14	-5	11	0	16	2
N#Cc1ccccc1NC(=O)C1CC(=O)N(c2ccc3c4c(cccc24)CC3)C1 (centres undefined)	-2	2	11	-5	-25	-24	16	-4	11	-1	5
CCCc1nc(SCC(=O)N2CCOCC2)c2c(C)c(C)sc2n1	-40	17	-3	10	-26	-22	10	-4	-7	20	-15
CCOC(=O)c1nn(-c2ccc([N+](=O)[O-])cc2)cc1O	-10	-92	5	-7	-2	2	-22	-12	-8	-28	-36
OCCN1CCN(CC/C=C2/c3ccccc3Sc3ccc(C(F)(F)F)cc32)CC1	2	-1	-12	0	4	?	8	3	-5	0	7
O=C(NCc1ccco1)c1sc2cc(F)ccc2c1Cl	-12	-13	-3	-17	-13	-11	-15	-4	-19	-78	-47
CCc1ccc(NC(=O)c2cc(-c3cccs3)on2)cc1	-36	-1	5	-5	-41	2	-13	0	-21	-22	-34
O=C(CNS(=O)(=O)c1ccccc1)Nc1ccc2c(c1)OCO2	12	-25	1	-6	-3	1	-28	-2	-2	-8	-7
COC(=O)[C@@H](NC(=O)N1CCC(Cc2ccccc2)CC1)C(C)C	8	-1	0	-20	-17	16	-8	1	2	2	-12
CCOC(=O)C1=CCN(S(=O)(=O)c2ccc(F)cc2)C1c1ccccc1 (centres undefined)	-9	4	·	4	19	·	16	-9	·	-4	6
CC(=O)c1cccc(NC(=O)c2ccoc2C)c1	-8	7	-8	-6	-20	19	15	4	-5	-2	-3
COc1ccc(S(=O)(=O)NC(=O)C2(C)CCN2C(=O)Cc2cccc3ccccc23)cc1 (centres undefined)	2	-2	·	-14	-5	35	6	-21	·	6	12
Cc1ccc(Cl)c(OCC(=O)Nc2sc(C)c(C)c2C#N)c1	-30	-14	-8	0	-14	-7	-2	1	-19	4	-72
COc1ccc(N(C)S(=O)(=O)c2cccc(C(=O)OC(C(=O)Nc3cc(C)cc(C)c3)c3ccccc3)c2)cc1 (centres undefined)	-7	4	-4	10	-5	25	-17	-15	11	7	5
Cc1ccc(N(CC(=O)NCc2ccccn2)S(=O)(=O)c2ccccc2)cc1Cl	6	-13	-17	-20	-4	-1	-9	0	-4	5	13
O=C(CCc1nnc(-c2ccccc2)o1)NC1CCCCC1	-18	-29	-7	-1	-29	-2	-26	-2	-37	-37	-42
Cc1ccc2cc(CN(Cc3cccs3)Cc3nnnn3CC3CCCO3)c(=O)[nH]c2c1 (centres undefined)	8	-1	-7	4	-16	-5	2	7	1	26	-13
CC1(C(=O)NS(=O)(=O)c2ccccc2Cl)CCN1C(=O)C1(c2ccccc2)CC1 (centres undefined)	-12	-1	·	-7	-8	20	-16	8	·	-1	-1
O=C(NCC(=O)N(c1ccccc1F)C(C(=O)NC1CCCC1)c1ccco1)c1ccco1 (centres undefined)	9	5	1	-5	-7	7	-1	2	-9	-3	4
C=CCNC(=S)NC(CC(=O)OC)c1ccc2c(c1)OCO2 (centres undefined)	2	-8	3	-4	4	-13	3	-3	-5	-2	15
(list continues)
SMILES	COUP-TFII inh	SRC1 inh	TLR9-MyD88 block	TRAIL sens C8	NCOA2 inhibitor	Vif inh	NCOA3 inh	NOD2-RIPK2 inh	LMP1 NFkB inh	LRH-1 inv ag	TROY signal inh
CCOc1ccc(CCNC(=O)C2CC(=O)N(c3ccccc3OCC)C2)cc1OCC (centres undefined)	-5	-4	0	-6	-1	-7	0	-4	8	-5	-8
Cc1ccc(C(=O)N/C(=C/c2cccs2)C(=O)NCc2ccco2)cc1	5	-1	-1	0	-1	9	-12	-5	-6	8	10
COc1ccc(-c2oc3ccc(-c4ccc(OC)nc4)cc3c2-c2ccc(OC)cc2)cc1	-10	-11	4	9	0	-7	7	-11	1	-3	7
Cc1c(C(=O)N/N=C/c2cccnc2)sc(=S)n1C	-12	-8	-1	-6	10	5	8	-7	-5	-13	-10
CCCCn1c(N)c(N(CCC(C)C)C(=O)c2cc(Cl)nc3ccccc23)c(=O)[nH]c1=O	-1	12	-10	-20	-32	-7	17	-3	2	4	-9
CCC1(C)OC(=O)N(CCCn2ccnc2C)C1(C)O (centres undefined)	18	-11	0	-4	-5	3	-8	1	1	-9	1
Cc1ccc(-c2cc(C(F)F)nc(NCC3CCCO3)n2)cc1 (centres undefined)	1	-5	3	8	-23	-8	-26	-3	-24	-2	-9
CCOC(=O)C1=C(C)Nc2nnnn2C1c1cccc(OC)c1OC (centres undefined)	21	-93	-4	-7	-4	1	7	1	6	-4	12
O=C(NCc1ccccc1)c1ccc2c(c1)C(=O)N(Cc1cccnc1)C2=O	-18	-7	2	-5	-6	-3	-26	1	8	9	-11
CCN(C(=O)c1ccc(S(=O)(=O)N2CCCCC2)cc1)C1CCS(=O)(=O)C1 (centres undefined)	-15	3	-9	2	-6	·	3	-4	-3	10	-7
NS(=O)(=O)c1ccc(NC(=O)CN2CCCN(S(=O)(=O)c3ccc(F)cc3)CC2)cc1	0	-14	-4	1	21	-1	5	-9	-14	10	-23
O=C(COc1ccc(Cl)cc1Cl)Nc1ccc(C(=O)Nc2ccccc2C(=O)O)cc1	3	-31	4	-6	-16	-7	1	-5	-5	-5	47
COC(=O)c1sccc1NC(=O)Nc1cccc([N+](=O)[O-])c1	1	-11	-11	-4	-14	·	16	-18	-9	24	-10
COc1ccc(CCN2C(=O)CC(C(N)=O)SC2=Nc2ccc(F)cc2)cc1OC (centres undefined)	-22	-4	-21	31	-13	-1	7	2	-1	-9	-16
COc1ccccc1N1CCN(C(=O)CNC(=O)Cn2cnc3sc(C)c(C)c3c2=O)CC1	-1	-11	-2	8	3	-7	4	-2	-2	-11	-7
Cc1ccc2cc(CN(CCc3ccccc3)C(=S)NCCCN(C)C)c(=O)[nH]c2c1	-3	-12	-16	-4	1	-4	6	-8	-4	-17	25
Fc1ccc(CN2C3=NCCN3c3ccccc32)cc1	-21	7	1	18	-4	-3	18	9	11	6	-6

An excerpt; rates above refer to the full screens.
